S3 lipid droplet: qHTS Assay for Lipid Storage Modulators in Drosophila S3 Cells; Drosophila S3 cells, BODIPY lipid droplet fluorescence, 18-24 h; cells fed with added oleic acid; lipid storage change, negative = inhibition, % at the top dose, mostly 46.1 µM; hits show Potency in µM; 0.64% of 320,000 active; AID 2685; active means well fitted inhibition curve with a large enough effect in the signal ratio, with a control signal flat, not every such curve was filed as active; inconclusive means small, poorly fitted or top-dose-only effect, or effect the other way, or a change in a side signal; the % refers to the signal ratio
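Laser-scanning cytometry quantifies lipid droplet accumulation (500–530 nm total intensity; droplet/cell object ratio) in oleic acid-fed (400 uM added) Drosophila S3 cells treated with a concentration series. 20 uM Triacsin C defined 100% inhibition.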
S3 lipid droplet cell count max: also measured in S3 lipid droplet; calls as there; cell number change, %; measured here: cell count max response;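 cells counted by Cell Tracker Red CMTPX staining in the red channel; peak over a dose series mostly up to 46.1 µM; percent activity relative to internal control wells on each plate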
Numbers without * were called inactive; i = inactive; ? = inconclusive; . = not tested or not shown. On the % scale 0 is the no-effect control and ±100 the full control effect; potency means the concentration at half of the fitted maximal effect. Some of the compounds tested; count on the stated rates, not on these rows.

Values run as follows: S3 lipid droplet cell count max	S3 lipid droplet
> Cc1ccsc1CN(C)C(=O)C(NC(=O)c1cccc(S(=O)(=O)N2CCOCC2)c1)C(C)C (stereo not given)
→ .	?
> Cc1ccc(O)c(CNc2ccc(S(=O)(=O)Nc3nccs3)cc2)c1
→ 0.8	-3.3%
> Cc1[nH]n(-c2ccccc2)c(=O)c1C(C[N+](=O)[O-])c1ccccc1Cl (stereo not given)
→ .	?
> CC(C)(C)N1CSC(=S)N(Cc2ccccc2)C1
→ -3.9	15.3%
> O=[N+]([O-])c1ccc(Sc2ncc3ccccn23)nc1
→ -2.8	-2.6%
> CN(C)c1c(-c2ccccc2)cc(-c2ccccc2)[nH]c1=O
→ .	?
> Nc1cccc2cnccc12
→ -5.8	20.4%
> O=c1cc(O)c(-c2ccccc2Cl)c(Cl)[nH]1
→ .	?
> Cc1cc(C(=O)Nc2cccc3ccccc23)co1
→ .	?
> O=C(NCCc1ccc(C(F)(F)F)cc1)C1COc2ccccc2O1 (stereo not given)
→ .	i
> Clc1ccc(C2=CSC3=Nc4cccc5cccc(c45)N23)cc1
→ -10.2*	0.13µM*
> O=C(CSc1nc2ncccc2[nH]1)c1ccc2c(c1)OCO2
→ 1.5	-2.7%
> O=C(NCc1nnc(SCC(=O)N2CCCC2)o1)c1cccc(C(F)(F)F)c1
→ .	?
> O=C(Nc1cccc(S(=O)(=O)Nc2ccc(Cl)cc2)c1)c1ccc2c(c1)OCCO2
→ .	?
> Cc1cc(Cl)ccc1NC(=S)N1CCC(C(N)=O)(N2CCCCC2)CC1
→ .	?
> COc1ccc(OC)c(N(CC(=O)NCCSc2ccccc2)S(C)(=O)=O)c1
→ 2.7	14.9%
> CC(C)(C)c1ccc(C2=NC(=O)C(CC(=O)O)S2)cc1 (stereo not given)
→ 1.5	-4.2%
> Cc1cc(C)c2c(n1)nn1c(C)c(CCC(=O)NCc3ccco3)c(C)nc21
→ -1.3	-15.5%
> CC(Cc1cccs1)NC(=O)CCCn1nnnc1CN1CCOCC1 (stereo not given)
→ .	?
> O=C(NC1CCCCC1)C(=S)N1CCCC1
→ .	?
> CCCCCC/C(C)=C1/SC(=S)NC1=O
→ -19.3	-14.7%
> CC(=O)N1N=C(c2cccs2)CC1c1cccs1 (stereo not given)
→ -9.8	-14.3%
> COc1cc2c(cc1OC)CN(C(=O)c1cc(C3CC3)nn1-c1ccccc1)CC2
→ .	?
> O=C(Nc1ccccc1C(=O)N/N=C/c1ccc(F)cc1)c1ccccc1Br
→ -12.8	-20.1%
> Cc1ccc(C)c(S(=O)(=O)N2CCN(C(=O)CCNC(=O)c3ccc(Br)cc3)CC2)c1
→ .	?
> Cc1ccc(N2CC(C(=O)Nc3nnc(SCC(=O)N4CCOCC4)s3)CC2=O)cc1 (stereo not given)
→ 16.1	-10.3%
> COC(OC)c1ccnc(-c2ccc(OC(=O)c3cccs3)cc2)n1
→ .	?
> O=C(c1ccc(S(=O)(=O)c2ccccc2Cl)c([N+](=O)[O-])c1)N1CCCCCC1
→ .	?
> CCN(C(=O)CSc1nnc(-c2ccncc2)n1Cc1ccccc1)C1CCS(=O)(=O)C1 (stereo not given)
→ .	?
> CCOc1ccc(C2C(C(=O)C3CC3)N3C=C(C#N)C=CC3C2(C#N)C#N)cc1 (stereo not given)
→ -12.9	-18.7%
> CCCC(=O)Nc1ccc(-c2nc3cc(C)c(C)cc3o2)cc1
→ .	?
> Cc1c(Cl)cccc1NC(=O)NCc1ccncc1
→ 1.1	9.9%
> CCOc1cc(CNC(C)(C)CO)cc(Br)c1OCc1ccc(Cl)cc1Cl
→ .	?
> Cc1csc(NC(=O)c2cc(C)oc2C)n1
→ -2.7	25.3%
> COc1ccccc1CC(NC(C)=O)C(=O)NC1CCN(C(=O)Nc2cccc(F)c2)CC1 (stereo not given)
→ .	?
> COc1ccc(Cc2nc3ccc(C(=O)N4CCOCC4)cc3o2)cc1
→ .	?
> CCC(C)NC(=O)Cn1cccc1C(=O)c1ccccc1 (stereo not given)
→ .	?
> Cc1cccc2c3c([nH]c12)CCN(C)C3
→ 14.7	10.9%
> COC(=O)Cc1[nH]n(-c2nc3ccccc3s2)c(=O)c1C(C)=Nc1ccc(Cl)cc1
→ 3.0	-22.4%
> CN(C)/C=N/c1ncc(C(=O)OC(C)(C)C)s1
→ .	20.2%
> O=C(CSc1nnc2ccccn12)NNC(=O)c1ccc(Cl)cc1
→ .	?
> Cc1ccc(NC(=O)CC(NCC2CCCO2)C(=O)O)cc1C (stereo not given)
→ 3.9	2.9%
> CC(C)(C)NC(=O)CSc1nnc(-c2ccccc2)c(-c2ccccc2)n1
→ 11.4	1.2%
> O=C1NC[C@@H](Cc2cccc3ccccc23)N(CCCCC2CCCCC2)C1=O
→ .	?
> COc1cc(N/N=C/c2ccc(N(C)C)cc2)ncn1
→ 3.9	-1.3%
> CCN(CC(=O)Nc1c(F)cccc1F)C(=O)c1cnccn1
→ .	?
> CCCCNCCOCCOc1ccc(C)cc1[N+](=O)[O-]
→ .	?
> CCCCOc1c(Br)cc(CNCCCN2CCOCC2)cc1OC
→ .	10.4%
> CCOc1ccc2oc(C(=O)N(CC)CC(=O)Nc3ccc(NC(C)=O)cc3)c(C)c2c1
→ 18.0	i
> Cc1ccc(S(=O)(=O)NC(=O)c2cc(C)n(-c3ccccc3)c2C)cc1
→ -4.2	0.5%
> COc1cc(NC(=S)NC(C)(C)C)c(OC)cc1Cl
→ -21.8	3.5%
> CCc1ccccc1OCC(=O)OCC(=O)N1CC(=O)Nc2ccccc21
→ .	?
> N#Cc1ccccc1N=Cc1ccc(Br)cc1
→ .	?
> CC(=O)N1CCC(N2CCN(Cc3ccc(C)cc3)C(CCO)C2)CC1 (stereo not given)
→ 7.5	-5.3%
> Cc1ccc(-n2c([S-])c(C(=O)Nc3ccc(OC(F)F)cc3)[n+]3ccc(C(=O)NCCO)cc23)cc1C
→ 22.8	i
> CCCCCOC(=O)C1=C(C)Nc2nnnn2C1c1ccc(OC)c(OC)c1OC (stereo not given)
→ -18.1	6.0%
> CC(=O)C(Sc1ccc2nnc(-c3cccnc3)n2n1)C(C)=O
→ -5.2	-3.6%
> CCCn1nnnc1NCc1ccc(C(C)C)cc1
→ .	?
> O=C(CSc1nc(-c2ccccc2)c(-c2ccccc2)o1)Nc1nncs1
→ .	?
> COc1cc(NS(=O)(=O)c2ccc(NS(=O)(=O)c3ccc(NC(C)=O)cc3)cc2)nc(OC)n1
→ .	?

Next entries.
Values run as follows: S3 lipid droplet cell count max	S3 lipid droplet
> COc1ccccc1C(c1nnnn1CC1CCCO1)N1CCN(c2ccccc2)CC1 (stereo not given)
→ 5.8	i
> O=C(O)c1ccccc1Nc1ccccc1
→ .	-12.1%
> COC(=O)CCNC(=O)c1ccc2nc(Cc3ccc(OC)c(OC)c3)oc2c1
→ 2.1	-10.2%
> Cc1nc2cc(C(=O)NCc3cccnc3)ccc2n1-c1ccc(F)cc1F
→ .	7.4%
> Cc1cc2cc(CCNC(=O)c3ccc(C)c([N+](=O)[O-])c3)c(=O)[nH]c2cc1C
→ .	?
> c1ccc2c(c1)Cn1c-2nc2ccccc21
→ .	i
> COc1ccc(S(=O)(=O)N2c3cc(C)ccc3OCC2C(C)(C)C)cc1 (stereo not given)
→ 4.8	12.6%
> CCOC(=O)C1(CCc2ccccc2)CCN(C(=O)c2cccc(C)n2)CC1
→ 11.6	19.5%
> CC(C)Oc1ccc(CNC(=O)CCC(=O)N2CC(C)Sc3ccccc32)cc1 (stereo not given)
→ .	?
> O=C(O)C1=NOC(CNC(=O)c2ccccc2Cl)C1 (stereo not given)
→ .	?
> O=S(=O)(Nc1ncccn1)c1ccc(NC(=S)Nc2ccccc2Cl)cc1
→ 5.1	-12.4%
> Cc1cc(C)c2c(N)c(C(=O)c3ccccc3)sc2n1
→ -9.3	2.7%
> CC1CCCC(N2CCN(C(=O)c3ccccc3F)CC2)C1 (stereo not given)
→ .	?
> COC(=O)C1=C(C)N(Cc2ccccc2)C(=NCCCCO)N[C@H]1CCc1ccccc1
→ .	?
> Cc1[nH]c2ccccc2c1C(=O)C(=O)N1CCN(c2ccccc2)CC1
→ 8.2	-1.2%

Screens as filed in PubChem BioAssay.
